From PubChem BioAssay
MT1-MMP act inh: blockers of MT1-MMP proenzyme processing, primary screen, HT1080 RFP-PRO-GFP cells, GFP/RFP fluorescence; GFP/RFP ratio fluorescence, overnight; percent of plate control window, DMSO zero; GFP/RFP ratio change, % at 20 µM; 360,000 compounds, 0.061% hits; AID 651647, 2012;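 active = GFP/RFP ratio change of at least 30% with cell ATP level not reduced by more than half and red fluorescence within 50% of control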; also: strong numbers were not always called active
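Assay system: HT1080 RFP-PRO-GFP cells | Dosing: 20 µM single dose, 1% DMSO | Incubation: Cells overnight before dosing, compound overnight, 37 °C, 5% CO2 | Evaluation: GFP/RFP fluorescence ratio | Control set: DMSO-only wells and HT1080 RFP-L50D-GFP cell wells as references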
Rpn11 inh: Rpn11 (PSMD14) deubiquitinase inhibitors, primary screen, biochemical, fluorescence polarization, uHTS; calls only at 20 µM; AID 588493, 2011; 360,000 compounds, 0.59% hits; human 26S proteasome, Ub4-pepOG fluorescence polarization; 20S core pre-blocked with epoxomicin;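 active = inhibition at 20 µM, scaled to each plate's controls, above about 33%, limit read from the data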
Target sequence (O00487 whole entry, looked up): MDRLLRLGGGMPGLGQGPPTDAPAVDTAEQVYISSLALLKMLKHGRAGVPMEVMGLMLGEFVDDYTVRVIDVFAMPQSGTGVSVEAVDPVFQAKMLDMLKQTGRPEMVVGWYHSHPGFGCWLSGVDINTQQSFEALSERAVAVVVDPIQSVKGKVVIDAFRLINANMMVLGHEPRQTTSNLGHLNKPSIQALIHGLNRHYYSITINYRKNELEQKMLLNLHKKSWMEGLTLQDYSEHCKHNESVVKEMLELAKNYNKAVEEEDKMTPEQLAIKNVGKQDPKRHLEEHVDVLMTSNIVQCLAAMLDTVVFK
eLon inh: inhibitors of E. coli Lon protease, primary screen, biochemical, fluorescence polarization; P0A9M0; purified E. coli Lon protease; inhibition, % at 7.94 µM; 360,000 compounds, 0.42% hits; AID 602123, 2011; in the data active = inhibition above about 13%, passing the limit was not always enough;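 also: 0% = enzyme with probe and DMSO and 100% = no enzyme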
MLLE-PAM2 inh: inhibitors of PABP1 MLLE–PAM2 peptide binding, primary screen, biochemical, fluorescence polarization, FITC-PAM2, GST-MLLE; Polyadenylate-binding protein 1 (Homo sapiens), P11940; inhibition, % at 20 µM; 360,000 compounds, 0.36% hits; AID 588489, 2011; in the data active = inhibition above about 35%, passing the limit was not always enough;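 also: plate controls were DMSO wells with GST-MLLE for no effect and wells lacking GST-MLLE protein for full effect; some results filed as inactive read as strong as hits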
Target sequence (P11940 whole entry, looked up): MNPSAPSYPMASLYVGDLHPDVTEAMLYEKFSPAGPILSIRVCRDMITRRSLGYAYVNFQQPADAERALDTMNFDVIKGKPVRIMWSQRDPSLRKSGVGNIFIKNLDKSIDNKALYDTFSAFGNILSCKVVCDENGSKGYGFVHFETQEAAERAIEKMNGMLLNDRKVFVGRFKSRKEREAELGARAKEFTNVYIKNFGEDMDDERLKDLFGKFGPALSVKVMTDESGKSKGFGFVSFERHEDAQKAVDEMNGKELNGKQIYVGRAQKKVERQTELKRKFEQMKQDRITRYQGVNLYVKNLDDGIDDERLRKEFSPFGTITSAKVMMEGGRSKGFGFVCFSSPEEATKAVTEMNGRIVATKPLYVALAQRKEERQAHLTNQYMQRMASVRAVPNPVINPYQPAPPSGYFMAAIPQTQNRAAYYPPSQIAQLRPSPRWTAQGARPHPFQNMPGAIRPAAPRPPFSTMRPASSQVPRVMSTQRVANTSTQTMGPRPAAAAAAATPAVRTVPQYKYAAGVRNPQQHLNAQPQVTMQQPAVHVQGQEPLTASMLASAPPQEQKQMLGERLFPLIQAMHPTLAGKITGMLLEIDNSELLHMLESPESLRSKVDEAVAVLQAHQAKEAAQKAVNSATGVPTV
CSN deneddyl inh: inhibitors of CSN-mediated cullin deneddylation, primary screen, biochemical, fluorescence polarization, uHTS. 360,000 compounds, 0.38% hits. COP9 signalosome complex subunit 5 (Homo sapiens), Q92905. inhibition, % at 12.5 µM. Purified CSN, SCF-Nedd8-OG deneddylation;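 active = pattern-corrected inhibition above about 35%, with an unprinted fluorescence ratio check between 0.5 and 1.5, limit read from the data, passing the limit was not always enough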;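 also: 0% = enzyme with substrate and 100% = substrate without enzyme; some results filed as inactive read as strong as hits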
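Test system: Human Csn5 produced in HEK293T cells | Compound: 12.5 µM single point | Times: 90 min, room temperature | Signal: Fluorescence polarization readout | Read-out basis: % inhibition of substrate cleavage by Csn5 | Controls: no-enzyme wells high, enzyme-with-substrate wells low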
Rin1-Abl PPI inh: inhibitors of Rin1-Abl protein binding, primary screen, biochemical, TR-FRET; inhibition, % at 7.35 µM; 360,000 compounds, 0.4% hits; Tyrosine-protein kinase ABL1 (Homo sapiens) + Ras and Rab interactor 1 (Homo sapiens), …; in the data active = inhibition above about 5%, passing the limit was not always enough
FAS-TE inh: FAS thioesterase domain inhibitors, primary screen, biochemical, fluorescence intensity, uHTS; AID 602261, 2012; inhibition, % at 15 µM; 360,000 compounds, 0.67% hits; recombinant FAS-TE, OMFH fluorogenic substrate, fluorescence endpoint;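 active = compounds whose normalised, plate-corrected inhibition of enzyme fluorescence in the single-dose primary screen is 50% or more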;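 also: 0% = DMSO with enzyme and 100% = substrate without enzyme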
MsrA act: bovine MsrA enzyme activators, primary screen, biochemical, absorbance, HTS; 360,000 compounds, 0.3% hits; Methionine sulfoxide reductase A (Bos taurus); purified bovine MsrA, absorbance read-out; activation, % at 10.6 µM; in the data active = activation above about 7.5%;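 also: 0% = vehicle and 100% = reference activator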
MsrA inhibitor: bovine MsrA enzyme inhibitors, primary screen, biochemical, absorbance, HTS | Methionine sulfoxide reductase A (Bos taurus) | purified bovine MsrA, absorbance read-out | inhibition, % at 15.5 µM | 360,000 compounds, 0.75% hits | AID 651718, 2012; in the data active = inhibition above about 4.5%;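 also: 0% = vehicle wells with enzyme and 100% = reference inhibitor wells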
Active calls of the source: *; i = inactive; x = no result given.

SMILES | MT1-MMP act inh | Rpn11 inh | eLon inh | MLLE-PAM2 inh | CSN deneddyl inh | Rin1-Abl PPI inh | FAS-TE inh | MsrA act | MsrA inhibitor
Cc1c(C(=O)NCC2CCCO2)oc2ccc3c(c12)C(=O)CC(C)(C)O3 (centres undefined) | 4 | i | -3 | 4 | -7 | 1 | -6 | -3 | 0.5
O=C(CSc1ncn[nH]1)NC1CC2CCC1C2 (centres undefined) | -1 | i | -8 | -8 | 1 | -1 | -8 | -3 | -0.3
COc1ccc(N/C=C(\C#N)S(=O)(=O)c2ccc(Cl)cc2)c(OC)c1 | -1 | i | 5 | -1 | 1 | -4 | -8 | 4 | 1.2
CC1N(O)C(C)(C)C(c2ccccc2)=[N+]1[O-] (centres undefined) | -3 | i | -9 | 0 | -3 | 1 | -8 | -12 | -0.2
Cc1snc(SCc2cccc(Cl)c2)c1C#N | -4 | i | 0 | -1 | -2 | 1 | 26 | -4 | -1.2
COc1ccc(C(=O)C23CC4CC(C2)CC(C(=O)c2ccc(OC)cc2)(C4)C3)cc1 | -5 | i | -6 | -5 | 3 | 0 | 43 | -2 | 0.2
c1cncc(-c2nc(N3CCCCCC3)c3ccccc3n2)c1 | -8 | i | -10 | -2 | -1 | -7 | 6 | 0 | 1.6
O=S(=O)(Nc1ncccn1)c1ccccc1 | 1 | i | -7 | 7 | -2 | 1 | -5 | -6 | -0.3
FC(F)Sc1ccc(-n2cc(-c3ccc(Cl)cc3)[n+]3c2CCC3)cc1 | -1 | i | -10 | 20 | 3 | -1 | -13 | -3 | -0.4
COC(=O)CCC(=O)OC1(C)C(=O)C=C2C=C(C3CC3)N(Cc3ccc4c(c3)OCO4)C=C2C1=O (centres undefined) | 2 | i | 0 | -20 | 2 | -6 | -8 | -3 | 1.9
C/C(CC(=O)Nc1ccc2c(c1)OCCO2)=N\NC(=O)COc1ccccc1 | 7 | i | -1 | -9 | 0 | -2 | -1 | -3 | -1.0
OCC#Cc1ncc(C(F)(F)F)cc1Cl | 0 | i | 5 | -11 | -8 | 1 | -1 | -1 | 0.6
O=C1c2ccccc2C(c2nnnn2-c2ccc3c(c2)OCCO3)N1Cc1ccco1 (centres undefined) | 8 | x | 4 | x | 3 | x | -8 | -5 | 1.9
CC(Oc1cc2oc(=O)c3c(c2cc1Cl)CCC3)C(=O)NCC1CCC(C(=O)O)CC1 (centres undefined) | -2 | i | 6 | 1 | 1 | 5 | -6 | -3 | 0.1
CO/N=C(/CNC(=O)c1ccc(F)cc1)c1ccc(Cl)cc1 | 0 | i | 11 | 1 | -4 | -3 | 2 | 0 | 0.8
CC(C)[C@@H](CSc1ccccc1)N1CCN(Cc2ccccc2)CCC1=O | -6 | i | -5 | -3 | -11 | 10 | 0 | -1 | 0.1
Cc1cc(NS(=O)(=O)c2ccc(NC(=S)NC(=O)c3cccnc3)cc2)no1 | 5 | i | 8 | 31 | -2 | -1 | -3 | -3 | 1.5
COc1cc(CNC(=O)c2cc(-c3cc(C)cc(F)c3)n[nH]2)cc(OC)c1 | 0 | i | -6 | 2 | 2 | -4 | 7 | -2 | -1.2
CC(=O)N1CCN(S(=O)(=O)c2cccc(C(=O)NCc3ccc(F)cc3)c2)CC1 | 8 | i | -9 | -4 | 4 | 6 | -5 | -5 | -1.1
CCN1CCN(C(=O)c2ccc3nc(-c4ccccc4)c(-c4ccccc4)nc3c2)CC1 | -2 | i | -8 | 2 | -1 | 3 | 5 | -1 | 1.2
CSc1nsc(SC)c1-c1ccc(Cl)cc1 | -1 | i | 11 | -2 | -1 | 6 | 15 | -6 | 0.5
C=CCCC(=O)N1C[C@H]2CON(C)[C@H]2C[C@H]1c1ccccc1Br | 1 | i | -5 | 20 | 5 | -1 | -8 | -2 | 1.1
CCCCn1c(N)c(N(CCOC)C(=O)COC(=O)CCOc2ccc(C)cc2)c(=O)[nH]c1=O | -4 | i | -3 | -61 | -4 | -2 | -8 | -1 | -0.4
CC(=O)C1=C(C)OC2(O)c3ccccc3C(=O)C12O (centres undefined) | 5 | i | -3 | 26 | 0 | 18* | 6 | -2 | -0.6
COc1cccc(CNC(=O)CC(NC(=O)c2ccccc2)c2ccccc2)c1 (centres undefined) | 2 | i | -3 | 1 | -2 | 1 | -5 | -9 | -0.3
COc1cccc(NC(=O)CN(C)C(=O)CCN2C(=O)C3CC=CCC3C2=O)c1 (centres undefined) | 3 | i | -6 | -6 | -4 | 2 | -2 | -8 | 1.2
CC(=O)N=C1SC2CS(=O)(=O)CC2N1Cc1ccc(C)cc1 (centres undefined) | x | i | -7 | 11 | -1 | -1 | -5 | -10 | 0.1
CS(=O)(=O)N(CC(=O)N1CCOCC1)Cc1ccccc1 | -1 | i | 4 | -2 | 0 | 1 | -1 | -1 | 0.4
CC(C)CN1CCC(=O)N(CCSc2ccc(Br)cc2)CC1 | 1 | i | 1 | -6 | -2 | 5 | 0 | -9 | 2.7
COCc1ccc(C(=O)OC(C)C(=O)Nc2c(C)n(C)n(-c3ccccc3)c2=O)cc1 (centres undefined) | 2 | i | -11 | -11 | -2 | 2 | -8 | 0 | 0.1
O=S(=O)(Nc1ccccc1Cl)c1ccc2[nH]c(=S)oc2c1 | -2 | i | -11 | -99 | -4 | 2 | -1 | 2 | 0.5
Cc1cccc(NC(=S)N(Cc2cccs2)Cc2cc3cc(C)cc(C)c3[nH]c2=O)c1 | -20 | i | -3 | -126 | -2 | -3 | 37 | -2 | -0.3
O=C(Cc1c(F)cccc1Cl)N/N=C/c1cccnc1 | -3 | i | 10 | 2 | 1 | -1 | -2 | -8 | -0.3
CN(C)S(=O)(=O)c1cccn1-c1ncc(C(F)(F)F)cc1Cl | 13 | i | -8 | -7 | -1 | -1 | -6 | -3 | 0.4
Cc1cc(C)nc(NC(=S)Nc2cccc(F)c2)c1 | -1 | i | 7 | 32 | -2 | 0 | -2 | -3 | -0.3
NNc1nc(Nc2ccc([N+](=O)[O-])cc2)nc(N2CCCCCC2)n1 | 5 | i | -15 | -14 | 3 | 1 | 12 | -4 | 0.9
COc1ccccc1CN(C(=O)CNC(=O)c1ccco1)C(C(=O)NCC1CCCO1)c1ccccc1 (centres undefined) | -2 | i | -5 | -4 | -1 | 2 | -5 | 0 | -1.0
Cc1c(C(c2ccccc2Br)c2c(C)n(C)n(-c3ccccc3)c2=O)c(=O)n(-c2ccccc2)n1C | -2 | i | -15 | 0 | 1 | 3 | 1 | -4 | -0.5
Cc1ccc(OCC(=O)Nc2ccc(S(=O)(=O)Nc3cc(C)nc(C)n3)cc2)cc1 | 3 | i | -10 | 1 | 2 | 1 | 2 | -2 | 0.3
COc1cc(Br)cc2cc(C(=O)N3CCOCC3)c(=O)oc12 | -5 | i | 0 | 15 | -3 | -1 | -5 | -6 | 1.8

Arranged by count of non-hydrogen atoms (ascending): some entries from above
SMILES | MT1-MMP act inh | Rpn11 inh | eLon inh | MLLE-PAM2 inh | CSN deneddyl inh | Rin1-Abl PPI inh | FAS-TE inh | MsrA act | MsrA inhibitor
COc1ccc(N/C=C(\C#N)S(=O)(=O)c2ccc(Cl)cc2)c(OC)c1 | -1 | i | 5 | -1 | 1 | -4 | -8 | 4 | 1.2
CC(C)[C@@H](CSc1ccccc1)N1CCN(Cc2ccccc2)CCC1=O | -6 | i | -5 | -3 | -11 | 10 | 0 | -1 | 0.1
Cc1ccc(OCC(=O)Nc2ccc(S(=O)(=O)Nc3cc(C)nc(C)n3)cc2)cc1 | 3 | i | -10 | 1 | 2 | 1 | 2 | -2 | 0.3
Cc1cccc(NC(=S)N(Cc2cccs2)Cc2cc3cc(C)cc(C)c3[nH]c2=O)c1 | -20 | i | -3 | -126 | -2 | -3 | 37 | -2 | -0.3

The results go on.
SMILES | MT1-MMP act inh | Rpn11 inh | eLon inh | MLLE-PAM2 inh | CSN deneddyl inh | Rin1-Abl PPI inh | FAS-TE inh | MsrA act | MsrA inhibitor
c1csc(-c2nc(N3CCOCC3)c3ccccc3n2)c1 | -4 | i | -1 | 13 | -3 | -3 | 12 | 7 | 2.1
CCN(CC)c1ccc(/C=N/NS(=O)(=O)c2ccc(CNC(C)=O)cc2)cc1 | 0 | i | -5 | -51 | -1 | 0 | -4 | -4 | 6.2*
Cc1ccc(Nc2nc(C(=O)NCC3CCCO3)cs2)cc1 (centres undefined) | 5 | i | -4 | 3 | -4 | -2 | -4 | -1 | 0.3
CC(=O)Nc1ccc(NC(=O)c2cc(-c3ccc(F)cc3C)n[nH]2)cc1 | 0 | i | -2 | 3 | 4 | 0 | 1 | -2 | -0.2
CCN(CC)CCNC(=O)c1ccc(NC(=O)c2cccc(S(=O)(=O)N(C)C3CCCCC3)c2)cc1 | 4 | i | -8 | 8 | -5 | 1 | -2 | -1 | 0.5
COc1ccc(N(CC(=O)NCCc2ccc(S(N)(=O)=O)cc2)S(=O)(=O)c2c(C)noc2C)cc1 | -2 | i | -10 | 5 | 1 | -1 | -2 | -2 | 0.4
CCn1c(-c2ccccc2Cl)nn(CC(=O)Nc2ccccc2C)c1=S | 4 | i | -1 | -81 | -1 | 0 | -4 | 3 | 0.8
COc1ccc(C2(C(=O)Nc3nncs3)CCCC2)cc1 | 5 | i | -3 | -5 | -3 | -2 | -1 | -1 | 0.1
Cc1cc(NC(=O)CSc2ccnc(=O)[nH]2)no1 | -2 | i | -4 | 3 | 1 | 5 | -6 | -3 | -0.5
CC1CCCCC1NC(=O)CSc1nnc(-c2ccco2)n1C (centres undefined) | -2 | i | -6 | 5 | 6 | 0 | -6 | -3 | 0.4
C=CCn1c(COc2ccccc2)nnc1SCC(=O)C(C)(C)C | -3 | i | 3 | -28 | 2 | -1 | -3 | -3 | -1.8
Nn1c(SCc2ccccc2)nnc1C1CCCCC1 | 0 | i | 5 | -29 | -1 | 1 | -2 | -3 | 1.6
CC1(C)Cc2c(cnn2-c2ccc(F)cc2)C(NC(=O)c2ccc(=O)oc2)C1 (centres undefined) | 2 | i | 8 | -15 | 8 | 1 | 8 | -4 | 6.4*
O=C(NC1CC1)C1CCN(C2CCN(C(=O)c3c(F)cccc3Cl)CC2)CC1 | 3 | i | -10 | -8 | 8 | 0 | -8 | -2 | -0.7
COc1ccc(Nc2nc(N)nc(CSc3nnc(C)s3)n2)cc1 | 8 | i | -1 | 4 | 2 | 2 | -2 | 0 | -0.4
CC1=C(C(=O)OCc2ccccc2)C(c2ccccc2)NC(=O)N1CCCC(=O)O (centres undefined) | 7 | i | -4 | 3 | -8 | 0 | -8 | 0 | -0.9
O=C(NCCCn1ccnc1)c1cc([N+](=O)[O-])cc([N+](=O)[O-])c1 | -1 | i | 0 | 8 | 5 | -2 | -4 | 4 | -1.0
